High-throughput results as filed in PubChem.
bovine MsrA act = bovine methionine sulfoxide reductase A activation. purified bovine MsrA, absorbance read-out. activation, % at 10.6 µM. hit rate 0.3% among 360,000. AID 602163; in the data active means activation above about 7.5%;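 further: 0% = vehicle and 100% = reference activator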
eLon inh = inhibits E. coli Lon protease; P0A9M0; hit rate 0.42% among 360,000; purified E. coli Lon protease, fluorescence polarization; AID 602123; inhibition, % at 7.94 µM; in the data active means inhibition above about 13%, passing the limit was not always enough;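 further: 0% = enzyme with probe and DMSO and 100% = no enzyme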
FAS TE block = blocks the thioesterase domain of human fatty acid synthase; recombinant FAS-TE, OMFH fluorogenic substrate, fluorescence endpoint; inhibition, % at 15 µM; hit rate 0.67% among 360,000;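 active means compounds whose normalised, plate-corrected inhibition of enzyme fluorescence in the single-dose primary screen is 50% or more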;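 further: 0% = DMSO with enzyme and 100% = substrate without enzyme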
Rin1 Abl inh = blocks binding of human Rin1 to Abl; P00519+Q13671; TR-FRET Rin1/Abl binding, biochemical; inhibition, % at 7.35 µM; hit rate 0.4% among 360,000; in the data active means inhibition above about 5%, passing the limit was not always enough
CendR NRP1 mod = modulators of CendR peptide binding to human neuropilin-1; O14786; FAM-RPARPAR peptide binding to NRP-1, fluorescence polarization; inhibition, % at 25 µM; hit rate 0.85% among 360,000;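 active means inhibition or corrected inhibition above about 18%, plus a signal ratio from 0.5 to 1.5, limit read from the data, passing the limit was not always enough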; further: strong numbers were not always called active
Target sequence (O14786 whole entry, looked up): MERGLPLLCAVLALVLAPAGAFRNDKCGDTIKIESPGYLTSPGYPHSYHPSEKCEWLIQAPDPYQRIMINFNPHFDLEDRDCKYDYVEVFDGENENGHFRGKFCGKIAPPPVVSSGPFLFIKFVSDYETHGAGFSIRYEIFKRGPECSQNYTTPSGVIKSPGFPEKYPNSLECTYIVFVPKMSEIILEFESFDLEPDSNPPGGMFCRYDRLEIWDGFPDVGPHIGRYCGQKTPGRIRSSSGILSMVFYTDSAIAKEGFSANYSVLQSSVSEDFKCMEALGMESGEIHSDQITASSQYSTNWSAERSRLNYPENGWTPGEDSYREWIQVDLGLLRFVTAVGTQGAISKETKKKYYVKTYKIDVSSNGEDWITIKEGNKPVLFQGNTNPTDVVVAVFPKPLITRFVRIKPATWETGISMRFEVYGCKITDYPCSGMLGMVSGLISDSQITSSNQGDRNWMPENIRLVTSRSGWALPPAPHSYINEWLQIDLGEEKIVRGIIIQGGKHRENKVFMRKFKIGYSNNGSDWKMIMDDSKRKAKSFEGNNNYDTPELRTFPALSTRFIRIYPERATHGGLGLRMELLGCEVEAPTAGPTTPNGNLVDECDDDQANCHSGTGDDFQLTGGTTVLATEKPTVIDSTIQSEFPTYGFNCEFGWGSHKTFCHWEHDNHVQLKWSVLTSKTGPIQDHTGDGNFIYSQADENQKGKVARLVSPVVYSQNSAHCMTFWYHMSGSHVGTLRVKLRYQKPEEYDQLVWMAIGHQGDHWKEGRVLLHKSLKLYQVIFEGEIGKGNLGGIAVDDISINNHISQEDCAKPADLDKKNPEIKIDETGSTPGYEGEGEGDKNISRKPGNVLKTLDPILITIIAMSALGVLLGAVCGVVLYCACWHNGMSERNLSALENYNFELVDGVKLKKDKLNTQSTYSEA
Neddylation inh = inhibitors of human cullin neddylation. calls only at 25 µM. hit rate 0.58% among 360,000. P61081+Q13564. TR-FRET cullin neddylation, biochemical. AID 651699; in the data active means inhibition above about 36%
MLLE-PAM2 inh = inhibitors of microRNA-mediated deadenylation, human PABP1 MLLE binding. hit rate 0.36% among 360,000. GST-MLLE / FITC-PAM2 fluorescence polarization. inhibition, % at 20 µM. P11940; in the data active means inhibition above about 35%, passing the limit was not always enough;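 further: plate controls were DMSO wells with GST-MLLE for no effect and wells lacking GST-MLLE protein for full effect; some results filed as inactive read as strong as hits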
SKN-1 inh = inhibitors of C. elegans SKN-1; C. elegans VP596 Pgst-4::GFP/RFP ratio, acrylamide-induced, 24 h; AID 624304; hit rate 0.49% among 360,000; inhibition, % at 21.8 µM;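 active means interference check ratio from 0.5 to 1.5 plus GFP to RFP signal ratio inhibition reaching or exceeding a fixed threshold, cut at about 30% in these data, passing the limit was not always enough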; further: some compounds called inactive have numbers as strong as hits
MT1-MMP act inh = blocks activation of human MT1-MMP | P50281 | HT1080 RFP-PRO-GFP cells, GFP/RFP ratio fluorescence, overnight; percent of plate control window, DMSO zero | GFP/RFP ratio change, % at 20 µM | hit rate 0.061% among 360,000;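 active means GFP/RFP ratio change of at least 30% with cell ATP level not reduced by more than half and red fluorescence within 50% of control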; further: strong numbers were not always called active
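Assay system: RFP-PRO-GFP reporter HT1080 cells; read-out basis: GFP/RFP fluorescence ratio; benchmarks: DMSO wells and RFP-L50D-GFP cells; doses: 20 µM single dose, 1% DMSO; schedule: overnight cell settling, then overnight compound exposure, 37 °C, 5% CO2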
An asterisk follows results filed as active; i = inactive; · = no result given; + = active, no number; & = joins results of further samples.

SMILES	bovine MsrA act	eLon inh	FAS TE block	Rin1 Abl inh	CendR NRP1 mod	Neddylation inh	MLLE-PAM2 inh	SKN-1 inh	MT1-MMP act inh
CNC(=O)COC(=O)c1ccc(NC(=O)CC#N)cc1	-2	0	-6	-1	-4	i	-7	2	0
CCN1CC(CN(C)Cc2nc(-c3ccc(OC)c4ccccc34)oc2C)CC1=O (centres undefined)	-3	0	-3	0	6	·	6	7	-8
N/C(=N\OC(=O)COc1ccc(Cl)cc1Cl)c1cccnc1	-5	20	-2	-4	-17	i	1	11	4
Nc1ccc(C(=O)N/N=C/c2sc(N3CCOCC3)nc2-c2ccccc2)cc1	-3	-7	-3	-5	-9	+	-18	-1	5
COc1ccccc1OCc1nnc(SCC(=O)Nc2nnc(C3CC3)s2)n1C	-2	-4	-2	4	2	i	-19	5	3
CCc1nnc(NC(=O)CSc2nccn2-c2cccc(C)c2)s1	-9	-8	-6	1	-15	i	-7	11	13
NS(=O)(=O)c1cc2c(cc1Cl)NCNS2(=O)=O	-2	8	2	-1	-8	i	-5	-4	0
OCCCNc1ncnc2sc3c(c12)CCN(Cc1ccccc1)C3	-2	-44	-7	-4	-76	·	-37	0	-21
O=C(C1CCC(=O)N(C2CCCC2)C1)N1CCN(c2ccccc2Cl)CC1 (centres undefined)	-5	-8	-7	-1	-7	i	7	-29	3
Nc1cc(C(=O)O)ccc1Sc1ccccc1C(=O)O	6	-8	-8	-1	3	i	35	-7	0
O=c1c2ccccc2nnn1-c1ccccc1	-2	-3	-5	2	-10	i	1	29	0
COc1ccccc1NC(=O)NNC(=O)CN1C(=O)COc2ccccc21	-2	2	-5	2	-3	i	8	12	3
CCC1CCCCN1C(=S)Nc1cccc(S(=O)(=O)N(C)C)c1 (centres undefined)	-5	-5	-4	2	-6	i	-55	1	8
O=C(NC1CCCCCC1)c1c(O)nc2sccn2c1=O	1	-12	5	1	-135	i	3	-29	0
COc1ccc(-n2c(=O)cc(N3CC(C)OC(C)C3)[nH]c2=O)cc1 (centres undefined)	-2	-3	-10	4	-22	i	4	12	4
CN1C[C@@H]2[C@@H]3C(=O)N(C)C(=O)[C@@H]3[C@](C)(C1=O)N2C(=O)c1ccc(Br)cc1	4	-4	-8	3	13	i	8	-4	3
Cc1ccc(Cl)cc1N1CCN(S(=O)(=O)c2cc3c(cc2C)NC(=O)CO3)CC1	-1	-5	20	0	-8	i	-2	3	0
CSc1cccc(NC(=O)C2C3C=CC4(O3)C2C(=O)N(CCCN2CCOCC2)C4C(=O)NC2CCCCC2)c1 (centres undefined)	0	4	1	0	8	i	17	7	-2
CC1(C)CC(=O)C=C(NNC(=O)OC(C)(C)C)C1	-4	1	-4	2	-22	i	-3	13	6
O=C(N/C(=C/c1ccco1)C(=O)N1CCOCC1)c1cccs1	-2	1	-5	2	-13	i	10	1	1
CC(C)C(OC(=O)c1cc2sccc2n1C)C(=O)NCC1CCCO1 (centres undefined)	-2	1	-3	0	-6	i	3	-4	2
COc1cccc(-c2nn(-c3ccccc3)cc2CN(C)C(C)c2ccon2)c1 (centres undefined)	1	-6	27	-2	-3	i	5	5	-4
C[C@H](NC(=O)N1CCn2c1nc1ccccc12)C(=O)NC1CCCCC1	-5	4	4	6	6	i	4	-11	5
O=C(COc1ccccc1Cl)Nc1ccc(N2CCCC2)cc1	-5	12	3	2	9	i	-11	-10	5
O=C1C(C=Nc2ccccc2O)=C(O)c2ccccc21	-2	-2	11	-3	7	i	8	2	1
Cc1cc(C)cc(NC(N)=S)c1	-2	-13	-12	2	-8	i	-53	10	0
CCOC(=O)c1csc(COc2ccc(OC)cc2)n1	-2	-11	-2	1	30*	i	4	6	1
CN(C)CCNC(=O)C1CC(=O)N(c2ccc(F)c(Cl)c2)C1 (centres undefined)	-5	-11	-6	-2	3	i	-2	-10	5
CCOC(=O)c1c(NC(=O)C(C)N2CCN(S(=O)(=O)c3cccs3)CC2)sc2c1CCC(C)C2 (centres undefined)	0	14	21	1	-10	i	8	-1	-11
C/C(=N\N1CCN(c2ccccc2)CC1)c1ccco1	1	-8	-7	0	20	i	24	15	4

Some entries already given, limited to bovine MsrA act, Neddylation inh and SKN-1 inh:
SMILES | bovine MsrA act | Neddylation inh | SKN-1 inh
Cc1ccc(Cl)cc1N1CCN(S(=O)(=O)c2cc3c(cc2C)NC(=O)CO3)CC1 | -1 | i | 3
CSc1cccc(NC(=O)C2C3C=CC4(O3)C2C(=O)N(CCCN2CCOCC2)C4C(=O)NC2CCCCC2)c1 (centres undefined) | 0 | i | 7
CC1(C)CC(=O)C=C(NNC(=O)OC(C)(C)C)C1 | -4 | i | 13

(cont.)
SMILES	bovine MsrA act	eLon inh	FAS TE block	Rin1 Abl inh	CendR NRP1 mod	Neddylation inh	MLLE-PAM2 inh	SKN-1 inh	MT1-MMP act inh
CCCNC(=O)c1onc(CSc2ccc(Cl)cc2)c1C(=O)NC(C)C	-8	-2	7	1	0	i	0	-4	4
COC(=O)c1ccccc1NC(=O)c1onc(C)c1Cl	-4	-4	-1	0	-3	i	-7	-2	2
Cc1ccc(CCNC(=O)c2ccc3nc4ccc(Cl)cc4c(=O)n3c2)cc1	-5	0	5	3	5	i	7	-1	1
CCOC(=O)CSc1nsc(SCC(=O)OCC)c1C#N	-10	1	-2	0	2	i	-20	-4	4
C=CCN1C(=O)/C(=C2/Sc3ccccc3N2C)SC1=Nc1ccccc1C	-8	3	16	-4	4	i	30	-5	9
CCCC(=O)C1=C(O)C(C(=O)OC)C(C)(C)CC1=Nc1ccc(Br)cc1 (centres undefined)	-3	1	28	-2	6	i	-7	7	-5
Clc1ccc(OCCCc2nc(-c3cccnc3)no2)c(Cl)c1	-4	8	23	-3	4	i	4	27	-3
Cc1cccc(N2C(=NC(=O)c3ccccc3)SC3CS(=O)(=O)CC32)c1 (centres undefined)	1	8	14	-2	1	i	-4	25	-4
CCSc1nnc(NC(=O)C(CC)Oc2ccccc2)s1 (centres undefined)	2	8	-3	0	12	i	-16	1	0
CCCN(C(=O)Cn1nc(C)c([N+](=O)[O-])c1C)c1c(N)n(Cc2ccccc2)c(=O)[nH]c1=O	-9	-6	-15	-2	8	i	-45	-14	-1
Cc1ccc(S(=O)(=O)N2C[C@H]3C(=O)C[C@@H](c4ccccc4)N(S(=O)(=O)c4ccc(C)cc4)[C@H]3C[C@H]2c2ccccc2)cc1	-6	-7	42	1	-4	i	-3	-7	-3
CCc1nnc(NC(=O)CSc2nnnn2C)s1	-2	1	-1	-2	6	i	30	5	1
COc1ccc2oc(C(=O)OCC(=O)N(C)C3CCCCC3)c(C)c2c1	1	-7	12	0	-1	+	2	10	3
CCCc1cc(=O)[nH]c(SCC(=O)Nc2ccc(S(=O)(=O)N3CCCC3)cc2)n1	2	-14	-4	1	-2	i	-1	26	-1
C(=C\c1ccccc1)/CN1CCN(C(c2nnnn2Cc2ccccc2)C2CC2)CC1 (centres undefined)	0	-1	2	-1	12	i	6	11	5
CC(C)(C)NC(=O)C(c1ccco1)N(C(=O)Cn1nnc(-c2ccc(F)cc2)n1)c1cccc(F)c1 (centres undefined)	-2	2	14	0	0	i	-16	23	-1
COc1ccc(Br)cc1-c1noc(-c2ccccc2)n1	-2	1	20	-5	8	i	-1	35	-7
CCOC(=O)c1c(C)c(C(=O)NCCN2CCOCC2)c(C)n1CC	-10	2	-7	3	4	i	-13	2	0
O=C(/C=C/c1ccco1)Nc1ccc(-c2nc3ccccc3[nH]2)cc1	-3	-18	-3	-1	0	i	-40	0	3
CC(=O)Nc1ccc2c(c1)N(S(=O)(=O)c1cccs1)CCC2	-2	2	-2	-1	3	i	-2	-3	6
CC(C(=O)Nc1ncc([N+](=O)[O-])s1)N1C(=O)c2ccccc2S1(=O)=O (centres undefined)	-5	-4	2	1	5	i	26	-8	3
CCn1c(=O)c(C(=O)Nc2ccccc2)c(O)c2ccccc21	-11	10	11	1	-9	i	-1	6	·
Cc1cccc(NC(=O)CSc2nnnn2C2CCCC2)c1	-8	-6	-1	0	8	i	-2	1	1
Cc1c(CCOC(=O)CC23CC4CC(CC(C)(C4)C2)C3)sc[n+]1Cc1ccc([N+](=O)[O-])cc1	-2&-2	-5&-5	-4&-23	2&0	14&2	i	18&22	17&-18	4&-6
O=C(CC(=O)NC1CCCCC1)N/N=C/c1ccc(Cl)cc1	-4	-5	-2	-3	6	i	4	-9	4
CC1CCC(NC(=O)c2cccc(S(=O)(=O)N3CCN(C)CC3)c2)CC1 (centres undefined)	-2	8	-7	-1	0	i	-9	15	9
O=C(CCSc1ccccc1)N1CCN(C(=O)c2ccco2)CC1	-2	7	0	0	-11	i	-2	2	-1
Cc1ccnc(NC(=O)CN2C(=O)c3ccccc3S2(=O)=O)c1	-1	-4	-7	-3	11	i	-16	1	5
Cc1ccc(S(=O)(=O)N2CCN(C(=O)CN3C(=O)NC(C)(c4ccc(Cl)cc4)C3=O)CC2)c(C)c1 (centres undefined)	-1	3	17	-1	16	i	-77	-15	3
O=C(Nc1ccc(Br)cc1Br)Nc1cccc2[nH]c([C@@H]3O[C@H](CO)[C@@H](O)[C@H](O)[C@H]3O)nc12	0	-6	-2	3	4	i	-2	-4	0
CCOC(=O)N1CCN(C(=O)c2cnc(Nc3ccccc3OC)c3ccccc23)CC1	3	-2	-1	0	-4	i	2	13	0
C=COCCNC(=O)C(=O)NC(C)C	-3	-3	-3	-4	-4	i	-1	-7	2
COc1ccccc1O	-2	-2	-6	-3	2	i	-7	-9	6
CCOC(=O)c1nonc1NC(C)=O	0	-2	-5	2	18	i	-11	14	-1
COc1ccccc1NC(=S)NC1CCCC1	-1	-12	0	-1	11	i	-17	-4	-1
O=C(NCCS(=O)(=O)N1CCN(c2ccccc2F)CC1)c1cccc(Br)c1	-2	2	13	0	0	i	-2	1	0
COC(=O)c1nc2cc(C)ccn2c1F	-13	-7	-7	1	-6	i	0	-4	2
COC(=O)c1ccc(N2C(c3cc(OC)cc(OC)c3)=Cc3ccc(-c4ccc(C(N)=O)cc4)cc3C2CC(=O)C2CC2)cc1 (centres undefined)	-13	-8	17	·	-5	·	·	4	-8
CCN1CCN(C(=O)CCN2C(=O)c3ccccc3C2=O)CC1	0	-5	-9	2	4	i	-5	-1	-1
FC(F)(F)c1cccc(N2CCN(Cc3cccnc3)CC2)c1	-10	-6	-5	2	5	i	6	16	-2
CCCCOCCCNC(=O)/C=C/c1ccccc1Cl	-4	-3	-5	2	8	i	-1	15	-6
COc1cc(S(=O)(=O)N2CCN(C)CC2)c(OC)cc1Br	-5	-6	-2	-2	-7	i	10	18	1
CCCCn1nnnc1-c1nc2ccccc2[nH]c1=O	-3	5	-4	·	-21	·	·	0	1
CCC1CCC(N2CCN(c3ccc(F)cc3)CC2)CC1 (centres undefined)	-3	-8	-4	-2	2	i	-3	9	-3
Cc1cc(=O)[nH]c(SCc2cc(Cl)ccc2OC(F)F)n1	-8	-10	-7	3	-1	i	-2	4	-3
COC(=O)[C@]12CCCCC=C1N(Cc1ccccc1)C(=O)[C@H](CC(=O)NCc1ccccc1)C2	-11	3	-4	·	8	i	·	5	3
COc1ccccc1NS(=O)(=O)c1ccc(C(=O)N2CC(C)OC(C)C2)cc1 (centres undefined)	-2	-1	2	-2	9	i	-2	-5	2
